Compound activity (PubChem)
OX1R antag-1: antagonists of human orexin 1 receptor (OX1R); Orexin/Hypocretin receptor type 1 (Homo sapiens), O43613; OX1R-expressing cells, FRET antagonist read-out; inhibition, % at 6.6 µM; 330,000 compounds, 1.8% hits; AID 485270, 2010; in the data active = inhibition mostly above about 38%, no sharp cut-off; inactive = mostly below about 40%;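 also: 0% = agonist challenge alone and 100% = reference antagonist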
OX1R antag-2: OX1R (HCRTR1) antagonists, primary screen, fluorescence, CHO/OX1R cells, Fluo-8 calcium, orexin A; Fluo-8 calcium fluorescence; 330,000 compounds, 0.43% hits; AID 434989, 2010; Orexin/Hypocretin receptor type 1 (Homo sapiens), O43613; inhibition, % at 5 µM;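 active = inhibition above its plate's threshold, mean inhibition of all tested compounds on the plate plus 3 SD, cut at about 37% in these data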;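 also: 0% = orexin A challenge wells and 100% = SB-334867-A antagonist wells; not every result past the cut was called active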
* = called active by the depositor.

For COc1cccc(-c2nnc(SCC(=O)NC3CCS(=O)(=O)C3)n2C)c1 (configuration not stated) the results were OX1R antag-1 -2 and OX1R antag-2 11.
Screening CCN1CCN(c2cc(=O)n(-c3cc(Cl)ccc3C)c(=O)[nH]2)CC1 returned OX1R antag-1 8 and OX1R antag-2 -2.
NC(=O)c1ccc2nc(-c3ccccc3)c(-c3ccccc3)nc2c1 was read as OX1R antag-1 3 and OX1R antag-2 -26.
For Cc1ccc(N=Cc2ccc(O)cc2O)cc1F the results were OX1R antag-1 9 and OX1R antag-2 6.
`COC(c1ccccc1)c1nnc(CCC(=O)N(C)C(C2CC2)C2CC2)o1` (configuration not stated) gave OX1R antag-1 12 and OX1R antag-2 -17.
`COc1ccc(OC)c(NC(=O)COc2coc(CN3CCCc4ccccc43)cc2=O)c1` gave OX1R antag-1 9 and OX1R antag-2 -17.
Screening O=C(CN1CCOCC1)Nc1cccc(Cl)c1Cl returned OX1R antag-1 10 and OX1R antag-2 -13.

3 entries out of the list, ordered by number of heavy atoms, lowest first.
For Cc1ccc(N=Cc2ccc(O)cc2O)cc1F the results were OX1R antag-1 9 and OX1R antag-2 6.
Screening CCN1CCN(c2cc(=O)n(-c3cc(Cl)ccc3C)c(=O)[nH]2)CC1 returned OX1R antag-1 8 and OX1R antag-2 -2.
For COc1cccc(-c2nnc(SCC(=O)NC3CCS(=O)(=O)C3)n2C)c1 (configuration not stated) the results were OX1R antag-1 -2 and OX1R antag-2 11.
